Lipid storage S3: qHTS Assay for Lipid Storage Modulators in Drosophila S3 Cells | Potency in µM for hits, for the others lipid storage change, negative = inhibition, % at the top dose, mostly 46.1 µM | hit rate 0.64% among 320,000 | Drosophila S3 cells, BODIPY lipid droplet fluorescence, 18-24 h; cells fed with added oleic acid; active = well fitted inhibition curve with a large enough effect in the signal ratio, with a control signal flat, not every such curve was filed as active; inconclusive = small, poorly fitted or top-dose-only effect, or effect the other way, or a change in a side signal; the % refers to the signal ratio
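Drosophila S3 cells loaded with oleic acid (400 uM, as added) and compounds at several concentrations; lipid droplets imaged by 488-nm laser-scanning cytometry, 500–530 nm intensity and object ratio to cell channel. Percent activity normalized to 20 uM Triacsin C.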
Lipid storage S3 cell count max: also measured in Lipid storage S3; calls as there; cell number change, %; measured here: cell count max response;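 cells counted by Cell Tracker Red CMTPX staining in the red channel; peak over a dose series mostly up to 46.1 µM; percent activity relative to internal control wells on each plate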
An asterisk follows results filed as active; i = inactive; ? = inconclusive; . = no result given; [ ] = remark or other dose. % is set by controls: 0 for no effect and ±100 for the full control effect; potency is the fitted concentration of half-maximal effect. An excerpt, so the mix of outcomes need not match the whole.

#1 O=C(NCC(=O)N(CCc1ccccc1)C(C(=O)NC1CCCC1)c1cccnc1)c1ccco1 (stereo unspecified)
#2 CC1CCCN(S(=O)(=O)CCNC(=O)c2ccc3c(c2)OCO3)C1 (stereo unspecified)
#3 O=C(C[n+]1ccc(/C=N/O)cc1)N(Cc1ccccc1)Cc1ccccc1
#4 CC(C)(CNC(=O)/C=C/c1ccc(F)cc1)CNC(=O)/C=C/c1ccc(F)cc1
#5 COc1cccc(OC)c1C(=O)NC(=S)NCc1cccnc1
#6 COc1ccc(Cl)cc1NC(=O)COC(=O)CCCC1=NS(=O)(=O)c2ccccc2N1
#7 CC(CCc1ccccc1)NC(=O)Cn1cccc1C(=O)c1ccccc1 (stereo unspecified)
#8 O=S(=O)(c1ccc(SCCOc2ccc(Cl)cc2)nc1)N1CCCC1

| Compound | 1 | 2 | 3 | 4 | 5 | 6 | 7 | 8 |
| --- | --- | --- | --- | --- | --- | --- | --- | --- |
| Lipid storage S3 | ? | ? | 4% | -2% | ? | ? | ? | ? |
| Lipid storage S3 cell count max | . | . | 13 | 1 | . | . | . | . |

#9 COc1ccc(/C=C/CN2CCN(CC(C)C)C(CCO)C2)cc1 (stereo unspecified)
#10 O=S(=O)(NCCc1ccccc1)c1cnc(Cl)c(Br)c1
#11 Cc1cc(C(=O)NNC(=S)NCC2CCCO2)cs1 (stereo unspecified)
#12 CCc1ccc(C(C)NC(=O)Cc2ccc(F)cc2)cc1 (stereo unspecified)
#13 O=C(Nc1cccc2nsnc12)c1cccnc1Cl
#14 CCOc1ccc(NC(=O)COC(=O)c2ccc3ncsc3c2)cc1OCC
#15 COc1cccc(C2C(C#N)=C(N)OC(C(C)(C)C)=C2C#N)c1 (stereo unspecified)
#16 Cc1ccc(-n2c(=O)cc(N3CC(C)OC(C)C3)[nH]c2=O)cc1 (stereo unspecified)

| Compound | 9 | 10 | 11 | 12 | 13 | 14 | 15 | 16 |
| --- | --- | --- | --- | --- | --- | --- | --- | --- |
| Lipid storage S3 | 10% | ? | ? | 1% | ? | ? | ? | 0% |
| Lipid storage S3 cell count max | 12 | . | . | 14 | . | . | . | 23 |

#17 Cc1ccc(NC(=O)CN(c2ccc(Cl)cc2)S(=O)(=O)c2cc([N+](=O)[O-])ccc2Cl)cc1
#18 Cc1c(C(=O)NNC(=O)c2ccncc2)oc2ccc(Br)cc12
#19 CC(=O)c1ccc(NC(=O)c2sc3nc4n(c(=O)c3c2C)CCCCC4)cc1
#20 CCCCC(=O)Nc1ccc(NC(=S)NC(=O)CC)cc1OC
#21 CC1CC(=O)c2c(cc3c(-c4c(O)cc(O)c5c(O)c6c(cc45)OC(C)CC6=O)c(O)cc(O)c3c2O)O1 (stereo unspecified)
#22 CC1CN(C2CCN(C(=O)COc3ccccc3)CC2)CC(C)O1 (stereo unspecified)
#23 CC(C)(C)NC(=O)COC(=O)CCC(=O)c1cccs1
#24 O=C(c1ccc(Cl)cc1)C(Cn1cncn1)C(Sc1ccccc1)c1ccccc1 (stereo unspecified)

| Compound | 17 | 18 | 19 | 20 | 21 | 22 | 23 | 24 |
| --- | --- | --- | --- | --- | --- | --- | --- | --- |
| Lipid storage S3 | ? | ? | ? | ? | ? | 1% | ? | ? |
| Lipid storage S3 cell count max | . | . | . | . | . | 4 | . | . |

#25 CCc1ccc(/C=C/C(=O)c2ccc(N3CCOCC3)cc2)cc1
#26 Cc1cccc(NC(=O)C(NS(=O)(=O)c2ccc3c(c2)CCC(=O)N3)c2ccccc2)n1 (stereo unspecified)
#27 COc1ccc(NC(=O)Cn2nnc(C(=O)NCCc3ccccc3)c2N)cc1
#28 CCOC(=O)C1=C(C)NC(C)=C(C(=O)OCC)C1c1cc2ccc(C)cc2[nH]c1=O
#29 COc1ccccc1CNC(=O)c1[nH]c(C)c(C(C)=O)c1C
#30 O=C(NCCc1cn2ccccc2n1)c1cc(COc2c(F)cccc2F)on1
#31 Cc1c(NC(=O)CSc2ccccc2C(=O)Nc2cccnc2)c(=O)n(-c2ccccc2)n1C
#32 Cc1cccc(/C=C2\Oc3cc(OS(C)(=O)=O)ccc3C2=O)c1

| Compound | 25 | 26 | 27 | 28 | 29 | 30 | 31 | 32 |
| --- | --- | --- | --- | --- | --- | --- | --- | --- |
| Lipid storage S3 | -2% | ? | ? | ? | 15% | -20% | 0% | ? |
| Lipid storage S3 cell count max | -11 | . | . | . | -21 | -14 | 14 | . |

#33 Cn1c(N)c(C(=O)c2ccc(C#N)cc2)c(=O)n(C)c1=O
#34 COCC(=O)NCCSc1c(C)[nH]c2ccccc12
#35 Cc1cc([N+](=O)[O-])nn1CC(=O)NCCCN1CCOCC1
#36 COc1cc(C(=O)Nc2ccc3nc4n(c(=O)c3c2)CCCC4)ccc1Br
#37 N#C/C(=C\c1ccc(O)c([N+](=O)[O-])c1)c1nc2ccccc2s1
#38 COc1ccc(C(=O)Nc2c(-c3ccccc3)nc3ccccn23)c(OC)c1
#39 O=C(Cc1c(F)cccc1Cl)NNC(=O)c1ccccc1Cl
#40 CCn1cc(C(=O)N[C@@H](CCSC)C(=O)NCCOC)c(=O)c2cc3c(cc21)OCO3

| Compound | 33 | 34 | 35 | 36 | 37 | 38 | 39 | 40 |
| --- | --- | --- | --- | --- | --- | --- | --- | --- |
| Lipid storage S3 | 13% | i | ? | ? | 9% | ? | 8% | -7% |
| Lipid storage S3 cell count max | -1 | . | . | . | -6 | . | -15 | -5 |

Quoted from the listing.
#37 in Lipid storage S3 → 9%
#33 in Lipid storage S3 → 13%

Following part
#41 Cc1ccc(S(=O)(=O)c2cc(Nc3ccccc3)ccc2O)cc1
#42 CC(C)CN(C(=O)CN(C)C(=O)c1ccco1)c1c(N)n(CC(C)C)c(=O)[nH]c1=O
#43 CN(c1ccc(C(=O)Nc2cccnc2)cc1)S(=O)(=O)c1ccccc1
#44 Cc1sc2ncnc(N(C)C3CCCCC3)c2c1C
#45 COc1ccc(S(=O)(=O)N2CCC(C(=O)N3CCOCC3)CC2)cc1
#46 CN(C)c1ccc(NC(=O)CN2CCC(N3CCCCC3)CC2)cc1
#47 CCOc1cc(CN2CCCC(CNC(=O)c3ccc(F)cc3)C2)ccc1OC (stereo unspecified)
#48 CCOc1cc(C(=O)NCC(=O)N2CCC3(CC2)NCCc2[nH]cnc23)cc(OCC)c1OCC

| Compound | 41 | 42 | 43 | 44 | 45 | 46 | 47 | 48 |
| --- | --- | --- | --- | --- | --- | --- | --- | --- |
| Lipid storage S3 | ? | ? | i | ? | ? | 23µM* | 11% | 2% |
| Lipid storage S3 cell count max | . | . | -24 | . | . | -26* | 6 | . |

Brought forward from above: 4 entries; new compounds follow.
#45 COc1ccc(S(=O)(=O)N2CCC(C(=O)N3CCOCC3)CC2)cc1
#46 CN(C)c1ccc(NC(=O)CN2CCC(N3CCCCC3)CC2)cc1
#47 CCOc1cc(CN2CCCC(CNC(=O)c3ccc(F)cc3)C2)ccc1OC (stereo unspecified)
#48 CCOc1cc(C(=O)NCC(=O)N2CCC3(CC2)NCCc2[nH]cnc23)cc(OCC)c1OCC
#49 CSc1ccccc1C(=O)N1CCOCC1
#50 CCOC(=O)/C(C#N)=C/Nc1cc(C(=O)OCC)cc2c(OC)c(OC)ccc12
#51 Cc1ccc(CSC2=NCCN2C(=O)C(C)Oc2ccccc2)cc1 (stereo unspecified)
#52 COc1ccc(-c2ccc3c(c2)S(=O)(=O)c2cccc(C(=O)O)c2C3=O)cc1OC
#53 Cc1ccc(SCC(=O)O/N=C(\N)c2cccc([N+](=O)[O-])c2)cc1
#54 COCCNC(=O)C(c1ccc(F)cc1)N(CCOC)C(=O)CCC(=O)Nc1ccccn1 (stereo unspecified)
#55 Cc1ccc(NC(=O)NC(=O)N(C(C)C)S(C)(=O)=O)nc1
#56 COc1ccc(N2CCN(CCNC(=O)CCC(=O)NNc3nc4ccccc4c4nc(C)nn34)CC2)cc1

| Compound | 45 | 46 | 47 | 48 | 49 | 50 | 51 | 52 | 53 | 54 | 55 | 56 |
| --- | --- | --- | --- | --- | --- | --- | --- | --- | --- | --- | --- | --- |
| Lipid storage S3 | ? | 23µM* | 11% | 2% | 2% | 3% | ? | 1% | 18% | -23% | ? | ? |
| Lipid storage S3 cell count max | . | -26* | 6 | . | -1 | 4 | . | 1 | -9 | 4 | . | . |

#57 O=C1CCN(Cc2ccc(O)cc2)CCN1[C@H](CO)c1ccccc1
#58 CC(Oc1ccc(Br)cc1)C(=O)N1CCN(c2ccccn2)CC1 (stereo unspecified)
#59 CCCn1c(C(C)NC(C)=O)nc2ccccc21 (stereo unspecified)
#60 COC(=O)Cc1ccc(NC(=S)NNC(=O)C2CC2)cc1
#61 O=C(NCCc1csc(-c2ccccc2)n1)c1ccc(Br)o1
#62 Cc1ccccc1-c1nc(CS(=O)(=O)CC(=O)NCCCN2CCN(C)CC2)c(C)o1
#63 C/C(=N\OCc1ccc(C#N)cc1)c1cc2ccccc2o1
#64 COc1ccccc1NC(=O)CCN1CCN(C)CC1

| Compound | 57 | 58 | 59 | 60 | 61 | 62 | 63 | 64 |
| --- | --- | --- | --- | --- | --- | --- | --- | --- |
| Lipid storage S3 | ? | ? | 8% | ? | ? | ? | ? | -16%[9.22 µM] |
| Lipid storage S3 cell count max | . | . | 7 | . | . | . | . | 21 |

#65 CCSc1nnc(-c2cc(Br)ccc2N)c(=O)[nH]1
#66 COC(=O)c1cc(OC)c(OC)cc1NC(=O)CSc1ccc(C)cc1
#67 Cc1nc(SCc2ccc([N+](=O)[O-])cc2)n[nH]1
#68 O=C(CN1CCC(NC(=O)Nc2ccc(F)cc2)CC1)Nc1ccccc1[N+](=O)[O-]
#69 Cn1cnnc1SCC(=O)c1cccc([N+](=O)[O-])c1
#70 CC(C)(C)NCC(O)COc1c(F)cc(Br)cc1F (stereo unspecified)
#71 O=C(/C=C/c1ccc(Cl)cc1)N1CCN(c2ccccn2)CC1
#72 O=C(c1cccc(S(=O)(=O)N2CCc3ccccc3C2)c1)N1CCN(c2ccccc2)CC1

| Compound | 65 | 66 | 67 | 68 | 69 | 70 | 71 | 72 |
| --- | --- | --- | --- | --- | --- | --- | --- | --- |
| Lipid storage S3 | i | 22% | ? | ? | 14% | 29µM* | ? | 15% |
| Lipid storage S3 cell count max | . | -21 | . | . | 17 | -22* | . | 14 |

In the list so far, these have a thiophene ring, fused or not:
#11 Cc1cc(C(=O)NNC(=S)NCC2CCCO2)cs1 (stereo unspecified)
#19 CC(=O)c1ccc(NC(=O)c2sc3nc4n(c(=O)c3c2C)CCCCC4)cc1
#23 CC(C)(C)NC(=O)COC(=O)CCC(=O)c1cccs1
#44 Cc1sc2ncnc(N(C)C3CCCCC3)c2c1C

| Compound | 11 | 19 | 23 | 44 |
| --- | --- | --- | --- | --- |
| Lipid storage S3 | ? | ? | ? | ? |
| Lipid storage S3 cell count max | . | . | . | . |

Screening results from PubChem.
